High-throughput results as filed in PubChem BioAssay.
proKLK7 act: proKLK7 (human) activation, primary screen; 370,000 tested, 0.9% active; activation, % at 7 µM; P49862; purified proKLK7, EDANS-DABCYL substrate fluorescence; 100% is mature enzyme control, 0% vehicle;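 active = activation above the mean of all tested compounds plus 3 SD, computed per campaign excluding outliers beyond control limits, cut at about 13% in these data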
Target sequence (P49862 whole entry, looked up): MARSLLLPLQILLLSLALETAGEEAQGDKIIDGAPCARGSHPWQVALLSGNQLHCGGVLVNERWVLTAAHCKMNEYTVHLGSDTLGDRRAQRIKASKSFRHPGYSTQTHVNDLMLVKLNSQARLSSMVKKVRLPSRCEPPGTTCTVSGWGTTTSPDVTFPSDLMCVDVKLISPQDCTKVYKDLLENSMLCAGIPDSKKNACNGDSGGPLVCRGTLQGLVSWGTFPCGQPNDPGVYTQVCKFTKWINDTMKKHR
ASAP1 GAP inh: ASAP1 ArfGAP inhibition | 360,000 tested, 0.19% active | inhibition, % at 16.5 µM | ASAP1-stimulated ARF1 GTP hydrolysis, GDP FP detection; in the data active = inhibition above about 25%;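 note: 0% = vehicle with enzyme and substrate and 100% = no enzyme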
rCAG RNA binder: r(CAG) repeat RNA binding; 370,000 tested, 1.3% active; TO-PRO-1 dye displacement fluorescence; inhibition, % at 3 µM;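 active = inhibition above the plate cutoff, the mean of all test compounds on that plate plus 3 SD, cut at about 35% in these data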;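 note: 0% = DMSO alone and 100% = 100 µM mitoxantrone as full dye displacement; higher means more dye released from RNA so lower well fluorescence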
NPR2 activator: GC-B (human) receptor activation. P20594. HEK293-GC-B cells, CNP EC30, cGMP TR-FRET; 0% at EC30 CNP, 100% saturating CNP. activation, % at 10 µM. 370,000 tested, 0.11% active. AID 1920062;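 active = activation at 10 µM reaching about 35% in either raw or pattern-adjusted values, limit read from the data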
ARFGAP1 inhibitor: inhibits rat ARF GTPase activating protein 1. Q62848. Arfgap1-stimulated ARF1 GTP hydrolysis, GDP FP detection. inhibition, % at 16.5 µM. 360,000 tested, 0.26% active. AID 651572;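 active = inhibition above a per-plate limit, mean inhibition of low control wells plus 3 SD, cut at about 25% in these data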;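 note: 0% = DMSO wells with enzyme and 100% = wells lacking Arfgap1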
Target sequence (Q62848 1-136 limits assumed): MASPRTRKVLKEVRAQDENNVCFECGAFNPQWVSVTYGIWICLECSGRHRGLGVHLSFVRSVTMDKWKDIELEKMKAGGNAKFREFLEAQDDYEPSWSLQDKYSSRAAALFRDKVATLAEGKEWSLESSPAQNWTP
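system = rat Arfgap1 catalytic domain, aa 1-136 | technique = FP, GDP Alexa 633 tracer displaced from anti-GDP antibody, 620/688 nm | compound = one concentration, 16.5 µM, DMSO 1.26% | medium = HEPES-based buffer, pH 7.5 | timing = compound-enzyme preincubation 20 min, reaction 120 min, detection 60 min, 25 °C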
ADAM10 inh: inhibits human ADAM10 | inhibition, % at 7 µM | O14672 | recombinant ADAM10, EDANS/DABCYL FRET peptide cleavage, 3 h | 370,000 tested, 0.62% active;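 active = inhibition above a per-campaign cutoff equal to the mean of compounds falling between control-based bounds plus 3 SD, cut at about 20% in these data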;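 note: 0% = DMSO wells while the 100% control is not disclosed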
Tn6 DDE FP: DD(E)-Tn6 binding inhibition, primary FP screen; P02675; Fibrin DD(E) TRITC-Tn6 fluorescence polarization displacement; inhibition, % at 8.3 µM; 370,000 tested, 0.21% active; AID 720509;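 active = inhibition above a per-campaign cutoff: mean of compounds within control limits plus 3 SD, cut at about 15% in these data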;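 note: 0% = median of all compound wells on the plate and 100% = blocking peptide control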
sPLA2-III inh: Blocks human group III sPLA2 activity; Q9NZ20; QFRET BODIPY PC-A2 liposome hydrolysis, fluorescence; inhibition, % at 12.2 µM; 370,000 tested, 0.56% active; AID 743126;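 active = inhibition above mean plus 3 SD of compounds lying within the high and low control bounds, cut at about 19% in these data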;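 note: 0% = median of test compound wells and 100% = no enzyme DMSO wells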
Target sequence (Q9NZ20 whole entry, looked up): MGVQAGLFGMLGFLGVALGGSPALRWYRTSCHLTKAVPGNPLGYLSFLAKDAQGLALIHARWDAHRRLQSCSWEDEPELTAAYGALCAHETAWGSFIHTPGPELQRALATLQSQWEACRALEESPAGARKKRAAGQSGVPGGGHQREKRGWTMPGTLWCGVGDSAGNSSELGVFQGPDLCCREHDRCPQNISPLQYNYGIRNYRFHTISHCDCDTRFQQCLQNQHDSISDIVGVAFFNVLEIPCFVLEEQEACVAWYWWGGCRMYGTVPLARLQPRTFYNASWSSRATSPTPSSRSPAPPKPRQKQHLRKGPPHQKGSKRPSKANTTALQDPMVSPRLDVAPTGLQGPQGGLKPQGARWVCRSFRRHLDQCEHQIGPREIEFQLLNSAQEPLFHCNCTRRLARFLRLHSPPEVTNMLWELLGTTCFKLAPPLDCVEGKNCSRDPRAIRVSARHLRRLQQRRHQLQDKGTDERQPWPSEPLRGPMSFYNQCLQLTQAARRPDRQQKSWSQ
FXN GAA850 act: increases GAA850 frataxin promoter reporter activity | HEK293 lucGAA850 FXN promoter luciferase reporter, 24 h; percent of 10 µM SAHA response | activation, % at 6 µM | 360,000 tested, 0.56% active;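 active = activation above the average of all compounds screened plus 3 SD, cutoff fixed separately per campaign, cut at about 7.5% in these data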;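 note: 0% = DMSO wells and 100% = 10 µM SAHA wells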
GC-A act: GC-A (human) enzyme activation. AID 1671463. P16066. activation, % at 10 µM. 370,000 tested, 0.14% active. HEK293 GC-A cells, cGMP TR-FRET, EC30 ANP; 0% at EC30 ANP, 100% saturating ANP; in the data active = activation above about 40%
Numbers without * were called inactive; i = inactive; . = no result given.

SMILES | proKLK7 act | ASAP1 GAP inh | rCAG RNA binder | NPR2 activator | ARFGAP1 inhibitor | ADAM10 inh | Tn6 DDE FP | sPLA2-III inh | FXN GAA850 act | GC-A act
COc1ccc(S(=O)(=O)N2CCC(C(=O)N3CCc4ccccc4C3)CC2)cc1OC | -0.9 | 6 | -1 | -10 | 2 | -6 | -3 | -3 | -0.2 | -18
CC1(C(=O)NS(=O)(=O)c2cccc(F)c2)CCN1C(=O)CCc1ccccc1 (configuration not stated) | 0.1 | 0 | 4 | 5 | -2 | -7 | 5 | 9 | 0.5 | 3
O=C(NC1CC(=O)N(c2ccc(Cl)cc2)C1)N1CCN(C(=O)c2ccco2)CC1 (configuration not stated) | -0.7 | 15 | -3 | -4 | 6 | -20 | 3 | 14 | -0.2 | -1
CCSc1nc2c(c(-c3ccc(C)o3)c1C#N)CCCC2 | -0.6 | 19 | 4 | 2 | 0 | -9 | 0 | 1 | -0.8 | 1
Oc1ccc(Cl)cc1N=Cc1sc2ccccc2c1Cl | -0.8 | -6 | -3 | -2 | 9 | -6 | -6 | 4 | 1.4 | -3
O=C(c1ccc(CS(=O)(=O)c2ccc(Br)cc2)o1)N1CCOCC1 | -0.8 | -10 | 1 | 2 | 2 | -11 | 3 | 9 | 1.5 | -3
CNC(=O)COC(=O)c1ccccc1C(=O)c1ccc(Cl)c([N+](=O)[O-])c1 | -0.1 | -2 | -2 | -14 | 5 | -1 | -7 | 0 | 3.0 | -35
CCOc1ccccc1NC(=O)CSc1nnc(CNC(=O)c2cc(OC)c(OC)c(OC)c2)o1 | -1.1 | 8 | -4 | 2 | 7 | 1 | 6 | -2 | -0.2 | 2
O=C(NCc1ccc(F)cc1)c1cccc(NC2=NC3CS(=O)(=O)CC3S2)c1 (configuration not stated) | 0.6 | -1 | 3 | -1 | -4 | -8 | 4 | 1 | 1.2 | 0
C#CCOCCOCCOCCNc1nc(N2CCOCC2)nc(N2CCN(C(=O)[C@H](CCCCN)n3cc([C@@H](N)C(C)CC)nn3)CC2)n1 (some centres not stated) | 0.0 | 3 | 14 | 4 | 5 | 2 | 0 | 0 | -0.7 | 2
C=CCn1c(C)c(C(C)=O)c(N2CCCC2)nc1=S | -0.7 | 7 | 0 | 13 | 5 | 1 | -2 | 5 | 0.2 | 5
O=C(Cc1ccccc1F)Nc1cccc2cccnc12 | -1.0 | 10 | 0 | 7 | -12 | 2 | -5 | -5 | 1.9 | 1
O=C(c1cc(-c2cccnc2)nc2ccc(Cl)cc12)N1CCN(S(=O)(=O)c2cccs2)CC1 | 0.2 | 2 | 4 | 0 | -2 | -8 | -6 | -24 | -1.3 | -7
CCCCCNC(=O)c1cn(CC)c2cc(N3CCN(C)CC3)c(F)cc2c1=O | 2.1 | 10 | -8 | 6 | -2 | -90 | 7 | -11 | 0.1 | 3
O=C(c1ccccc1)c1ccc2nc(-c3ccco3)c(-c3ccco3)nc2c1 | -1.9 | -2 | 42* | -3 | -8 | -12 | 0 | 9 | 5.0 | -12
COC(=O)c1sccc1S(=O)(=O)Nc1ccc(S(N)(=O)=O)cc1 | -0.2 | 0 | 1 | -4 | -7 | 5 | 3 | -3 | -0.3 | 4
Cc1ccccc1N1CCN(CCCOc2ccc3c(C)cc(=O)oc3c2)CC1 | -0.1 | 4 | -6 | -4 | -14 | -134 | 6 | -16 | 0.5 | 0
COc1ccc(-c2noc(N3CCC(C(=O)N(C)c4ccccc4)CC3)n2)cc1 | 0.0 | -8 | -1 | -5 | -5 | -1 | 1 | -9 | 0.1 | -4
Cn1nc(-c2ccccc2)c(C(O)c2ccc(Cl)cc2)c1Cl (configuration not stated) | -0.4 | 8 | -5 | -6 | 14 | 10 | 1 | -5 | 0.9 | -3
CCn1c(=O)c(C(=O)NCCNCCO)c(O)c2ccccc21 | -0.1 | -15 | 5 | -1 | -10 | -2 | 3 | 0 | -2.4 | 1
COc1cccc(C=C2SC(=S)N(Cc3ccco3)C2=O)c1OC | -0.2 | 9 | 5 | -1 | 6 | -7 | -4 | 1 | . | -3
Cc1nnc(NC(=O)C2CCN(S(=O)(=O)c3ccc(F)c(Cl)c3)CC2)o1 | -0.1 | -4 | 1 | -2 | 0 | -15 | -5 | 14 | -1.6 | 0
COc1cc2c(cc1OC)C(c1ccc(C(F)(F)F)cc1)CC(=O)N2 (configuration not stated) | -0.5 | -7 | -4 | 1 | -17 | 1 | 8 | -2 | 3.4 | -2
CC(C)NC(=O)c1cc(C2CCCCN2C(=O)c2ccc(Cl)cc2)on1 (configuration not stated) | -0.7 | -11 | -1 | 4 | -2 | -13 | -11 | 9 | -3.1 | 5
Cc1cc(/C=N/NC(=O)Cn2c3ccccc3c(=O)c3ccccc32)c(C)n1-c1ccc(Cl)cc1 | -0.7 | -2 | 21 | -1 | 3 | i | 0 | -24 | -2.3 | -6
O=c1c2ccccc2c(C=Nc2cccc(S(=O)(=O)NC3=NCCCCC3)c2)c(O)n1Cc1ccccc1 | -0.5 | 7 | 3 | 0 | 9 | -31 | 5 | 0 | -0.7 | -2
CCN1CCN(S(=O)(=O)c2ccc(OC)c3ccccc23)CC1 | 0.6 | -4 | 3 | -4 | -4 | -7 | 0 | -2 | 2.3 | -3
CC(C)(C)c1cc2cccnc2n1Cc1ccccc1 | 0.5 | 5 | 3 | -10 | -13 | -24 | 0 | 8 | -0.2 | -7
Cc1cc(NC(=O)CSc2nc(=O)cc(N)n2-c2ccc(F)cc2)no1 | 0.5 | -7 | 1 | 4 | 7 | -4 | -4 | -6 | -0.2 | 2
O=C(Nc1ccc(NC(=O)c2cc([N+](=O)[O-])ccc2N2CCOCC2)cc1)c1cccs1 | -0.7 | 2 | 17 | -2 | 5 | 6 | 1 | 14 | -3.5 | -1
O=C1CCC(=O)N1c1ccc(CSc2nnnn2C2CCCCC2)cc1 | 0.4 | 1 | -6 | 0 | -6 | -5 | 0 | -1 | -0.5 | -1
COc1ccccc1C(=O)N1CCC2CCNC2C1 (configuration not stated) | -0.3 | 6 | 3 | 1 | 5 | -11 | -11 | 17 | . | 4
Cc1ccc(NC(=O)OCCN2CCN(Cc3ccccc3)CCC2=O)cc1 | -0.2 | -2 | -9 | -2 | 1 | -5 | -3 | -1 | 0.8 | -2
CCN(CC)C(=O)C(=O)N/N=C/c1cccs1 | -0.5 | -8 | 2 | -4 | 10 | 0 | 6 | 5 | 1.1 | -1
Cc1ccc(S(=O)(=O)Nc2cc3c4c(c2)C(C)C(=O)N4CCC3)cc1 (configuration not stated) | 0.1 | 0 | 5 | -9 | -2 | -7 | 2 | -25 | 1.9 | -1
COCc1cc(=O)[nH]c(/N=C(\N)Nc2ccc(Cl)c(Cl)c2)n1 | -0.6 | 14 | 1 | -2 | 9 | 1 | -5 | 1 | 1.9 | 3
COCCCn1c(=O)c2ccccc2n(CC(=O)N2CCCc3ccccc32)c1=O | -0.1 | -15 | -1 | 3 | -13 | -1 | -2 | 6 | 0.9 | -3
COC(=O)CNC(=O)c1ccccc1F | 0.7 | -12 | 0 | 1 | 2 | 3 | -2 | 9 | -3.4 | 1
Cc1ccc(C)n1CCN1CCN(C(=O)c2ccc(Cl)cc2)CC1 | -0.2 | -6 | 1 | 4 | 1 | 3 | 0 | 1 | 0.5 | -5
COc1ccc(CCNCCC(c2ccccc2)c2ccccc2)cc1OC | 0.8 | -8 | 5 | -14 | 1 | -7 | 2 | -16 | -3.8 | -19

Among those listed so far, 8 contain an aryl methoxy group:
SMILES | proKLK7 act | ASAP1 GAP inh | rCAG RNA binder | NPR2 activator | ARFGAP1 inhibitor | ADAM10 inh | Tn6 DDE FP | sPLA2-III inh | FXN GAA850 act | GC-A act
COc1ccc(S(=O)(=O)N2CCC(C(=O)N3CCc4ccccc4C3)CC2)cc1OC | -0.9 | 6 | -1 | -10 | 2 | -6 | -3 | -3 | -0.2 | -18
CCOc1ccccc1NC(=O)CSc1nnc(CNC(=O)c2cc(OC)c(OC)c(OC)c2)o1 | -1.1 | 8 | -4 | 2 | 7 | 1 | 6 | -2 | -0.2 | 2
COc1ccc(-c2noc(N3CCC(C(=O)N(C)c4ccccc4)CC3)n2)cc1 | 0.0 | -8 | -1 | -5 | -5 | -1 | 1 | -9 | 0.1 | -4
COc1cccc(C=C2SC(=S)N(Cc3ccco3)C2=O)c1OC | -0.2 | 9 | 5 | -1 | 6 | -7 | -4 | 1 | . | -3
COc1cc2c(cc1OC)C(c1ccc(C(F)(F)F)cc1)CC(=O)N2 (configuration not stated) | -0.5 | -7 | -4 | 1 | -17 | 1 | 8 | -2 | 3.4 | -2
CCN1CCN(S(=O)(=O)c2ccc(OC)c3ccccc23)CC1 | 0.6 | -4 | 3 | -4 | -4 | -7 | 0 | -2 | 2.3 | -3
COc1ccccc1C(=O)N1CCC2CCNC2C1 (configuration not stated) | -0.3 | 6 | 3 | 1 | 5 | -11 | -11 | 17 | . | 4
COc1ccc(CCNCCC(c2ccccc2)c2ccccc2)cc1OC | 0.8 | -8 | 5 | -14 | 1 | -7 | 2 | -16 | -3.8 | -19

(next part)
SMILES | proKLK7 act | ASAP1 GAP inh | rCAG RNA binder | NPR2 activator | ARFGAP1 inhibitor | ADAM10 inh | Tn6 DDE FP | sPLA2-III inh | FXN GAA850 act | GC-A act
CCOc1ccc(Cc2c(C)[nH]c3ccc(C(=O)O)cc3c2=S)cc1 | 0.4 | -2 | 36* | 4 | -3 | 16 | 2 | -16 | 1.1 | 5
CCC(=O)c1cn(CC(=O)Nc2cccc(C)c2)c2ccccc12 | 0.6 | -2 | 3 | 2 | 13 | 2 | -1 | -9 | -0.2 | -1
Cc1cc(C)n2c(Nc3ccc4c(c3)OCCO4)c(-c3ccc(F)cc3)nc2n1 | -0.6 | -7 | 13 | -9 | 6 | -25 | -9 | 11 | . | -2
O=C1Nc2ccc([N+](=O)[O-])cc2C1=Nc1cccc(CO)c1 | -0.3 | 23 | 1 | -1 | 12 | -5 | 4 | 2 | 0.5 | -15
Cc1ccccc1CN1CCN(CC(=O)NCc2ccco2)C1=O | -0.1 | 10 | 4 | 3 | 8 | 1 | -4 | -7 | 0.1 | 0
O=C(CCc1ccccc1)N=C1SC2CS(=O)(=O)CC2N1c1cccc(F)c1 (configuration not stated) | 0.0 | -10 | 1 | 3 | -6 | 17 | -1 | -1 | 0.0 | -1
Cc1ccc(CN2C(=O)CCC2(C)C(=O)NCc2cccnc2)cc1 (configuration not stated) | -0.2 | 2 | 1 | 2 | 4 | -49 | 2 | -4 | -0.2 | -3
